MDM2 E3 inh: blocks human Mdm2 ubiquitin ligase activity; signal enhancement, % at 5 µM; hit rate 0.11% among 210,000; cell-based MDM2 ubiquitination luciferase reporter, 2 h; 0 = plate control, 100 = twice control, blank-subtracted;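 active means signal enhancement of 30% or more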;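 further: luminescence tracks abundance of the self-degrading MDM2-luciferase fusion protein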
Target sequence (Q00987 whole entry, looked up, the tested form may be a part): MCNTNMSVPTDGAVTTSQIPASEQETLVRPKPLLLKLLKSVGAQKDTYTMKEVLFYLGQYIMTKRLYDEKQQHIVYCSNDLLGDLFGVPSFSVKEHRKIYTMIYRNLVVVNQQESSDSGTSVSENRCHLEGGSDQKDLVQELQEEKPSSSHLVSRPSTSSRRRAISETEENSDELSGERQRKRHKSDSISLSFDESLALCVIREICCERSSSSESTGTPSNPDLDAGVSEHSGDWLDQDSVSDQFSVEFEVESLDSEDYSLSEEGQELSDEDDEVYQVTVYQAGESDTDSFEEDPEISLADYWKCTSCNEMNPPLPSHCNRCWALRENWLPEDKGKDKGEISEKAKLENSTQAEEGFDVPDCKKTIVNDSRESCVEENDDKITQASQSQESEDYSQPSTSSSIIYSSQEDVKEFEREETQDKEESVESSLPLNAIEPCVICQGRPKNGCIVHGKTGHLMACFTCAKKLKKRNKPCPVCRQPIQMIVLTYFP
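Timing – 2 h compound exposure at 37 °C · Assay system – mammalian cells stably expressing self-ubiquitinating, self-degrading MDM2 E3–luciferase fusion · Amount – 2000 cells seeded into each well · Measure – % luminescence enhancement versus blank-corrected plate control mean · Measured by – SteadyLite luminescence, 15 min reagent step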
FXIIa inh: factor XIIa (human) inhibition. P00748. purified FXIIa, Boc-QGR-AMC fluorogenic substrate, 2 h. inhibition, % at 5 µM. hit rate 0.3% among 220,000; in the data active means inhibition above about 40%;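 further: 0% = enzyme with no compound and 100% = blank without enzyme; many of its hits are not listed in these tables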
FXIa inh 1536: inhibitors of human coagulation factor XIa | P03951 | purified FXIa, Boc-Glu-Ala-Arg-AMC fluorogenic substrate | inhibition, % at 5 µM | hit rate 0.14% among 220,000 | AID 798;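 active means inhibition of at least 40%; inactive means inhibition below 40%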;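 further: fluorescence of freed AMC excited at 355 nm; 0% = enzyme without compound and 100% = no enzyme blank; many of its hits are not listed in these tables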
Rad51 HR inh: Rad51 (human) homologous recombination inhibition; Q06609; hRad51 DNA strand exchange, fluorescence dequenching; inhibition, % at 10 µM; hit rate 0.085% among 200,000; AID 1385;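 active means inhibition above 40% at the single screening dose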;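 further: 0% = DMSO control wells and 100% = blanks with heterologous ssDNA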
Target sequence (Q06609 whole entry, looked up): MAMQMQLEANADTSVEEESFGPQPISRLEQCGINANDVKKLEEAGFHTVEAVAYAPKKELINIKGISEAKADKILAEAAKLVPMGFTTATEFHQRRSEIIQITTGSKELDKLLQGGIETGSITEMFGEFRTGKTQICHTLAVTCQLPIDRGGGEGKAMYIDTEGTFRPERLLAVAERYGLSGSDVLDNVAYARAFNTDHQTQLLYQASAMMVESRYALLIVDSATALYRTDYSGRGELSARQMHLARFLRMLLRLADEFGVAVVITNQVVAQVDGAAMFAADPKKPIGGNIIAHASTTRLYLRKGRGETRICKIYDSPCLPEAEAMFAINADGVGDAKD
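Test system – preformed human Rad51 ssDNA filaments · Reagent – Donor/quencher-labelled 47-bp dsDNA substrate · Incubation – 37 °C 15-min filament assembly, 30-min compound preincubation, 15-min exchange · Signal – FRET fluorescence dequenching, excitation 485 nm, emission 520 nm · Read-out – percent inhibition from fluorescence, normalised to plate control and blank means · Benchmarks – plate control and blank wells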
14-3-3 Bad PPI: disrupts binding of bovine 14-3-3 zeta to phospho-Bad peptide; P63103; TR-FRET 14-3-3zeta/Dy647-pBad peptide displacement, 1 h; inhibition, % at 21.7 µM; hit rate 0.71% among 220,000;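 active means inhibition above about 70%, limit read from the data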;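 further: 0% = full 14-3-3 plus peptide FRET controls and 100% = background without 14-3-3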
p97 inhibitor: blocks human p97 ATPase activity; P55072; recombinant p97 ATPase, Kinase-Glo ATP luminescence, 3 h; inhibition, % at 8 µM; hit rate 0.42% among 220,000; in the data active means inhibition above about 15%;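 further: 0% = DMSO vehicle and 100% = wells lacking enzyme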
hK5 inh: blocks human kallikrein 5 protease activity. recombinant hK5, fluorogenic AMC substrate cleavage. inhibition, % at 5 µM. hit rate 0.59% among 210,000. AID 873;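 active means inhibition of 40% or more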;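 further: 0% = enzyme controls without compound and 100% = no-enzyme blanks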
Wee1 degr inh: inhibitors of human Wee1 degradation; AID 1321; HeLa Luc-Wee1K328M stability, luciferase luminescence; 100% = proteasome inhibitor MG132 effect; P30291; reporter increase, % at 5 µM; hit rate 1.2% among 220,000;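 active means activation above the mean of all tested compounds plus 3 SD, set per screening run, cut at about 8.8% in these data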;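 further: cells exposed to compound for 20 h before luminescence read; 0% = DMSO alone and 100% = MG132 at 30 µM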
eIF4E 4G PPI: blocks eIF4E binding to eIF4G; P63073+Q04637; hit rate 0.37% among 220,000; inhibition, % at 21.7 µM; TR-FRET eIF4E-eIF4GI(517-606) binding, 2 h; AID 782;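 active means inhibition above about 30%, limit read from the data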;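 further: 0% = full FRET control wells and 100% = background wells lacking eIF4GI fragment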
* hit, by the source's call; nt = not tested or not shown; [ ] = dose if it differs, or a comment.

cpd	compound	MDM2 E3 inh	FXIIa inh	FXIa inh 1536	Rad51 HR inh	14-3-3 Bad PPI
1	CCCn1c(N)nc2ccccc21	nt	7	-2	-6	0[fluorescence artefact?]
2	O=C(c1ccc(S(=O)(=O)NCc2ccco2)cc1)N1CCN(Cc2ccc3c(c2)OCO3)CC1	-3	7	0	-34	-10
3	CCOC(=O)c1c(NC(=O)COC(=O)C2CC2C)sc(C)c1C (stereo not drawn)	-4	5	-3	0	-4
4	O=C(Nc1cccc2ccccc12)N1CC=CCC1	5	3	-2	1	-158[fluorescence artefact?]
5	Cc1cc(Cl)ccc1OC(C)C(=O)NCCc1ccc2c(c1)OCCO2 (stereo not drawn)	-4	8	6	5	-9
6	Clc1ccc(Cn2c(/C=C/c3ccco3)nc3ccccc32)cc1	-3	12	9	nt	-1[fluorescence artefact?]
7	O=C(CSc1nnc2ccccn12)NC(=O)NC1CCCCC1	-19	18	8	-13	-2
8	O=C(O)/C=C/C(=O)Nc1ccc(NC(=O)c2ccccc2)c(Cl)c1	-6	1	-2	3	96*
9	C(=N\Nc1nc2ccccc2[nH]1)/c1ccc2ncccc2c1	-21	4	-3	9	1
10	CCC(Sc1nc(C)cc(=O)[nH]1)C(=O)Nc1ccc(Cl)cn1 (stereo not drawn)	-4	-2	-8	-6	5
11	Cc1cc(-c2nc(-c3ccc(C(C)(C)C)cc3)no2)no1	-26	5	-9	-8	0
12	O=S(=O)(c1ccc(Cl)c(C(F)(F)F)c1)N1CCN(c2ccccn2)CC1	-16	4	2	21	-16

cpd	p97 inhibitor	hK5 inh	Wee1 degr inh	eIF4E 4G PPI
1	6	-1	-3	1
2	0	5	-4	0
3	-2	3	0	-2
4	-2	-1	-2	7
5	-1	-16	2	2
6	3	-5	4	5
7	3	-10	0	1
8	-2	-13	-2	2
9	-2	-3	0	3
10	15*	-16	-1	0
11	1	1	0	-3
12	-1	-6	1	-3

The final three entries of the section above come first, to join the parts.
cpd	compound	MDM2 E3 inh	FXIIa inh	FXIa inh 1536	Rad51 HR inh	14-3-3 Bad PPI
10	CCC(Sc1nc(C)cc(=O)[nH]1)C(=O)Nc1ccc(Cl)cn1 (stereo not drawn)	-4	-2	-8	-6	5
11	Cc1cc(-c2nc(-c3ccc(C(C)(C)C)cc3)no2)no1	-26	5	-9	-8	0
12	O=S(=O)(c1ccc(Cl)c(C(F)(F)F)c1)N1CCN(c2ccccn2)CC1	-16	4	2	21	-16
13	O=C(NCCc1ccccc1)C1CCN(c2nc3ccccc3o2)CC1	-12	6	-1	-5	-5
14	Cc1nc(CCNC(=O)c2cc(COc3ccc(F)cc3Cl)on2)sc1C	-1	8	0	9	-5
15	COc1ccc(CCN2CN(S(=O)(=O)c3ccc(C)cc3)c3nc4ccccc4nc32)cc1OC	0	11	11	5	5[fluorescence artefact?]
16	CS(=O)(=O)N1N=C(c2cccs2)CC1c1ccccc1O (stereo not drawn)	3	-3	-7	4	-1
17	O=C(CN1CCOCCOCCN(CC(=O)Nc2ccccc2)CCOCC1)Nc1ccccc1	-27	19	0	-7	-8
18	O=C(Nc1ccc2c(c1)OCO2)c1ccc(CN2CCOCC2)cc1	-17	12	4	3	14
19	O=C(Nc1ccc2c(c1)OCO2)c1cc(-c2ccncc2)nc2ccccc12	-21	8	2	30	-11
20	C=CCn1c2ccccc2c2nnc(SCCCn3c(=O)[nH]c4ccccc43)nc21	-20	-15	-15	6	15
21	CC(C)(C)n1ncc2c(=O)n(CC(=O)NCc3ccccc3)cnc21	-44	-8	-12	-2	-8
22	COc1ccc(NS(=O)(=O)c2cc(-c3nnnn3C)ccc2OC)cc1	-2	13	13	0	7
23	Cc1[nH][nH]c(=O)c1C(c1ccc(-c2ccc(Cl)cc2)o1)c1c(C)[nH][nH]c1=O	-10	19	9	2	nt
24	CCN(Cc1ccccc1)S(=O)(=O)c1ccc(S(=O)(=O)N(Cc2ccccn2)Cc2ccco2)cc1	-65	11	4	nt	6

cpd	p97 inhibitor	hK5 inh	Wee1 degr inh	eIF4E 4G PPI
10	15*	-16	-1	0
11	1	1	0	-3
12	-1	-6	1	-3
13	-6	-7	-2	-5
14	-2	-1	0	-3
15	4	1	-1	2
16	0	-5	2	5
17	3	-171	2	-10[fluorescence artefact?]
18	-3	2	-3	2
19	6	5	3	-2
20	2	6	5	-11
21	2	-2	2	0
22	6	18	-1	-11
23	18*	1	-1	nt
24	3	-3	-3	-14

p97 inhibitor, hit marks shown above.
item | compound | FXIIa inh | FXIa inh 1536 | 14-3-3 Bad PPI | p97 inhibitor | hK5 inh | Wee1 degr inh | eIF4E 4G PPI
10 | CCC(Sc1nc(C)cc(=O)[nH]1)C(=O)Nc1ccc(Cl)cn1 (stereo not drawn) | -2 | -8 | 5 | 15* | -16 | -1 | 0
23 | Cc1[nH][nH]c(=O)c1C(c1ccc(-c2ccc(Cl)cc2)o1)c1c(C)[nH][nH]c1=O | 19 | 9 | nt | 18* | 1 | -1 | nt

Later entries
cpd	compound	MDM2 E3 inh	FXIIa inh	FXIa inh 1536	Rad51 HR inh	14-3-3 Bad PPI
25	NC(=O)C1(c2ccccc2)CCCN1C(=O)c1ccccc1Br (stereo not drawn)	-16	13	8	nt	-8
26	Cn1ccnc1Sc1ccccc1[N+](=O)[O-]	-11	7	12	-4	12
27	O=C(c1ccncc1)N(Cc1ccco1)Cc1cc2ccccc2[nH]c1=O	11	3	3	-4	4
28	COc1ccc(-n2c(C)cc(C(=O)CN3C(=O)c4ccccc4C3=O)c2C)cc1	-3	6	2	1	-10[fluorescence artefact?]
29	CCN1C(=O)C(O)(CC(=O)c2cc(C)ccc2C)c2ccccc21 (stereo not drawn)	-22	8	-9	0	-6
30	COc1cc(/C=C2/SC(=S)N(CC(=O)O)C2=O)ccc1OC(=O)c1cccs1	-11	10	7	-9	5
31	COc1ccc(C2CC(=O)N(C)c3ccccc3S2)cc1 (stereo not drawn)	-21	2	-6	-1	-2
32	Cc1ccc(-c2nnn(CC(=O)N(c3ccccc3)C(C(=O)NCC3CCCO3)c3cccs3)n2)o1 (stereo not drawn)	-8	4	-3	-47	-4
33	CN1CCSc2ccc(C(=O)Nc3ccc(Cl)cc3)cc21	6	8	-3	nt	-1
34	Cc1cccc(NC(=S)NC2CC3CCCC(C2)N3Cc2ccco2)c1 (stereo not drawn)	-24	0	-5	nt	-13
35	CCNC(=S)N1CCN(c2ccccc2OCC)CC1	-8	12	6	-35	11
36	C/C=C\C(=O)Nc1cccc(C2=NOC3(C2)C[C@@H](C(N)=O)N(C(=O)c2ccc(OC)cc2)C3)c1 (stereo partly drawn)	16	7	2	-2	-2

cpd	p97 inhibitor	hK5 inh	Wee1 degr inh	eIF4E 4G PPI
25	-6	1	-3	-2
26	-2	-14	-2	3
27	0	3	-1	3
28	5	-2	1	6
29	2	-14	0	1[fluorescence artefact?]
30	-7	12	-1	1
31	-4	-5	3	2
32	9	-9	-5	4
33	10	0	6	-4
34	7	-7	-3	2
35	3	-7	-1	1[fluorescence artefact?]
36	nt	3	nt	-3

Shown with two lines to a compound: entries from further up.
Value order – MDM2 E3 inh | FXIIa inh | FXIa inh 1536 | Rad51 HR inh | 14-3-3 Bad PPI | p97 inhibitor | hK5 inh | Wee1 degr inh | eIF4E 4G PPI
35) CCNC(=S)N1CCN(c2ccccc2OCC)CC1
    -8 | 12 | 6 | -35 | 11 | 3 | -7 | -1 | 1[fluorescence artefact?]
36) C/C=C\C(=O)Nc1cccc(C2=NOC3(C2)C[C@@H](C(N)=O)N(C(=O)c2ccc(OC)cc2)C3)c1 (stereo partly drawn)
    16 | 7 | 2 | -2 | -2 | nt | 3 | nt | -3

More entries follow:
cpd	compound	MDM2 E3 inh	FXIIa inh	FXIa inh 1536	Rad51 HR inh	14-3-3 Bad PPI
37	COc1ccc(N(CC(=O)Nc2nccs2)S(=O)(=O)c2c(C)[nH]c(=O)[nH]c2=O)cc1	-17	-3	-4	-4	1
38	CN1/C(=C\C(=S)NC(=O)c2ccc([N+](=O)[O-])cc2)C(C)(C)c2ccccc21	-9	5	9	-8	8
39	Cc1ccc(NC(=O)Cn2cccc2)cc1C	-12	8	13	-3	-3
40	CCOC(=O)c1cc2occc2n1CCCN1C(=O)c2ccccc2C1=O	-15	3	-4	1	-6
41	CCn1c(CCNC(=O)c2cccs2)nnc1SCC(=O)Nc1nc(-c2ccccc2)cs1	nt	9	5	5	4
42	CCOC(=O)c1c(C)nc(C)c2c(=O)oc3ccccc3c12	-9	4	-2	nt	-2
43	Nc1ccccc1SCC(=O)Nc1nc(-c2ccccc2)cs1	-8	5	-1	-3	-1
44	COc1ccc(-n2c(C)cc(/C=C(\C#N)C(=O)NCc3ccco3)c2C)cc1	1	11	2	nt	-20
45	COc1cccc(NC(=S)N2CCCN(Cc3ccc(F)cc3)C2)c1	-13	15	7	-4	-5
46	COc1ccc(N2CCN(C(=O)c3ccc4ccccc4n3)CC2)cc1	-14	2	-4	-56	-3
47	NC(=O)C1CCN(C(=S)NC2CC3C=CC2C3)CC1 (stereo not drawn)	-12	6	14	13	3
48	COc1cc(C#N)c(N=C(SCC#N)N2CCOCC2)cc1OC	-27	2	-2	3	2
49	COc1ccc(-c2ccc(C#N)c(OC)n2)cc1	1	2	-7	2	2
50	CC1Cc2ccccc2N1C(=O)CN1C(=O)CN(C)C(=O)c2ccccc21 (stereo not drawn)	nt	8	0	3	4[fluorescence artefact?]
51	CC(C)Oc1ccc(C(=O)NCC(=O)OCC(=O)N(C)Cc2cccs2)cc1	-7	8	-3	-2	-8

cpd	p97 inhibitor	hK5 inh	Wee1 degr inh	eIF4E 4G PPI
37	3	-8	0	0
38	6	-2	-5	-5[fluorescence artefact?]
39	2	-4	-1	0
40	-4	-1	0	5
41	8	-6	5	2
42	2	nt	4	1
43	1	-2	1	4
44	4	-7	1	5
45	-3	17	-1	0
46	5	-8	0	11
47	5	-2	-3	-4
48	-4	-14	4	0
49	7	-4	-1	2
50	-1	1	-1	0[fluorescence artefact?]
51	-2	-4	-2	-6

Bioassay records as filed in PubChem.
